TRPML3 ag = human TRPML3 channel agonists, primary screen, cell-based, HEK293 TRPML3-YFP, Fluo-8 calcium fluorescence, 3 µM. Mucolipin-3 (Homo sapiens), Q8TDD5. 100% = the carbachol control signal. activation, % at 3 µM. 0.29% of 220,000 active. AID 1448, 2008;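 active = activation above its plate's cutoff, the mean activation of the plate's test wells plus 3 SD, cut at about 12% in these data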;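 note: 0% = DMSO only wells and 100% = carbachol wells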
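Material: TRPML3-YFP stable HEK293 cells | Dosing: One concentration, 3 µM nominal, 0.3% DMSO | Timing: 125 s total fluorescence read per well | Technique: Fluo-8 calcium dye fluorescence, ex 470-495, em 515-575 nm | Measure: Percent activation from peak-to-basal fluorescence ratio, scaled between DMSO and carbachol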
PPC-1+TRAIL kill = compounds killing PPC-1 cancer cells with TRAIL present, primary screen, TRAIL potentiator project, ATPLite luminescence, uHTS; PPC-1 cells + TRAIL, ATPLite viability luminescence; cell killing (% activity), % at 4 µM; 0.41% of 220,000 active;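 active = cell killing above 50% in the first pass at 4 µM, then a duplicate retest at 5 µM averaging 50% or more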;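 note: plate controls were cells with TRAIL plus DMSO for no effect and medium-only wells lacking cells for full effect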
EBV gp42 block = Epstein-Barr virus gp42 inhibitors, primary screen, biochemical, uHTS, fluorescence polarization; Glycoprotein 42 (Epstein-Barr virus (strain AG876)), Q1HVG2; Fluorescence polarization binding assay, mP read-out; inhibition, % (tested at 21.74 µM); 0.42% of 220,000 active; AID 1085, 2008; in the data active = inhibition above about 50%
m-calpain inh = inhibitors of pig calpain II, primary screen, biochemical, fluorogenic peptide substrate, 1536-well; inhibition, % at 16 µM; AID 1236, 2008; 0.37% of 220,000 active; purified calpain II, 30 min;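 active = inhibition above about 50%, limit read from the data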
TbHK1 inh = Trypanosoma brucei hexokinase 1 inhibitors, primary screen, biochemical, G6PDH-coupled NADH absorbance, MLSCN library; hexokinase 1 [Trypanosoma brucei]; recombinant TbHK1, G6PDH-coupled NADH A340; inhibition, % at 10 µM; 0.11% of 220,000 active; AID 1430, 2008;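 active = inhibition of 50% or more in the single-dose primary screen; inactive = inhibition below 50%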
KCC2 mod = KCC2 cotransporter modulators, thallium flux, primary screen, cell-based, HEK293 KCC2, FluoZin-2 fluorescence, MLSMR; B-score of Tl+ flux slope (higher = more flux/activation; lower = inhibition) at 10 µM; KCC2 cells, thallium flux FluoZin-2 fluorescence; AID 1456, 2008; 2.2% of 190,000 active;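 active = thallium flux slope and its plate-corrected score both differing from the plate sample mean at a set confidence after two filtering rounds, in either direction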;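 note: slope of fluorescence scaled to starting intensity during 10 to 20 s after thallium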
Target sequence (Q9H2X9 whole entry, looked up): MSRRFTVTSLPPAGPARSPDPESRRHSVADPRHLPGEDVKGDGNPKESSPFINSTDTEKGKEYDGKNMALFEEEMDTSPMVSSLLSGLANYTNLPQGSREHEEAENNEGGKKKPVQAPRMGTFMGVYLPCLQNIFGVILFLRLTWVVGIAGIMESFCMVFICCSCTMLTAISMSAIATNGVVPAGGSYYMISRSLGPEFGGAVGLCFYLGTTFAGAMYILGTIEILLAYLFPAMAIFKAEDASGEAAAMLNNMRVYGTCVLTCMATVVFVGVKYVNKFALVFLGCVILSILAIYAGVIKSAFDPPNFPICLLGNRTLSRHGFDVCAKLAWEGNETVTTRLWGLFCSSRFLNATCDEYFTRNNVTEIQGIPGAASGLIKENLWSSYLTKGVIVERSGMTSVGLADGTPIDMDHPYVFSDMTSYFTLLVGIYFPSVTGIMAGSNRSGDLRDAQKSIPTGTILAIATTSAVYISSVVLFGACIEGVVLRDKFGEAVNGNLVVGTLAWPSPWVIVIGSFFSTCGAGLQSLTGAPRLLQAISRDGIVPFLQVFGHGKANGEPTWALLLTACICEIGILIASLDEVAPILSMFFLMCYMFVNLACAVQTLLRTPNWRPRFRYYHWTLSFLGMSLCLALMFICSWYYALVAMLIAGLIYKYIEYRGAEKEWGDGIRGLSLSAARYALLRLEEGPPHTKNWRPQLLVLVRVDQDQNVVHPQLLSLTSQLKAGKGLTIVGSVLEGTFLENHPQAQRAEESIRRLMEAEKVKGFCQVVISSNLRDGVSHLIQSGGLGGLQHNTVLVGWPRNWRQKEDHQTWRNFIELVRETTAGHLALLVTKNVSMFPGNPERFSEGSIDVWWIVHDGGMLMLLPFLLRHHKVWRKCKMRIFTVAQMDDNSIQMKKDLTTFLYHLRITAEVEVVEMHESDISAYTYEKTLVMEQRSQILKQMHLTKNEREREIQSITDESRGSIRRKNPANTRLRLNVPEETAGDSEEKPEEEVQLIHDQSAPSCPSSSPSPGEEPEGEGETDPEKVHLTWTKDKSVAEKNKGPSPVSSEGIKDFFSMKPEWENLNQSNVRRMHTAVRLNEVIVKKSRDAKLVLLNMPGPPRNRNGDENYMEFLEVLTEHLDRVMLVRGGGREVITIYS
TRPN1 ag = zebrafish TRPN1 channel agonists, primary screen, cell-based, HEK293, calcium fluorescence; 0.18% of 220,000 active; HEK293 zebrafish TRPN1-YFP, Fluo-8 calcium fluorescence; 100% = response to 87 µM carbachol; AID 1424, 2008; transient receptor potential cation channel N1 (TRPN1/NompC), Danio rerio; activation, % at 3 µM;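 active = activation above its plate's cutoff, the mean activation of test wells on that plate plus 3 SD, cut at about 19% in these data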;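 note: 0% = DMSO alone and 100% = 87 µM carbachol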
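System: zebrafish TRPN1-YFP in HEK293 cells / Dosing: 3 µM single point / Timing: dye loading 1 h at 37 °C, then 30 min room temperature / Signal: Fluo-8 calcium fluorescence, excitation 470-495 nm, emission 515-575 nm / Read-out basis: percent activation from peak over basal fluorescence ratio, control-normalized / Control set: high carbachol 87 µM, low DMSO alone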
Furin inhibitor = human furin inhibitors, primary screen, biochemical, fluorescence intensity; P09958; purified furin, fluorogenic substrate cleavage; inhibition, % at 30 µM; 0.061% of 220,000 active; AID 463115, 2010; in the data active = inhibition above about 25%; note: inactives centre near -15
thrombin 1536 = human alpha-thrombin inhibitors, primary screen, counter-screen for coagulation protease inhibitor project, biochemical, 1536-well, fluorogenic AMC substrate; Boc-VPR-AMC fluorogenic substrate cleavage; 0.26% of 220,000 active; Prothrombin (Homo sapiens), P00734; inhibition, % at 5 µM;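 active = inhibition at or above 40%; inactive = inhibition below 40%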;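 note: 0% = enzyme with no compound and 100% = wells without enzyme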
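Material: human alpha-thrombin protein; Also added: Boc-VPR-AMC substrate, 15 µM final; Timing: enzyme reaction carried out at room temperature; Signal: fluorescence, ex 355 nm, em 460 nm; Measure: % inhibition of thrombin; Controls: enzyme without compound as high, wells lacking enzyme as low.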
An asterisk follows results filed as active; . = not tested or not shown; [ ] = dose if it differs, or a comment.

molecule	TRPML3 ag	PPC-1+TRAIL kill	EBV gp42 block	m-calpain inh	TbHK1 inh	KCC2 mod	TRPN1 ag	Furin inhibitor	thrombin 1536
Cc1cccc(OCc2nc(-c3ccc(-n4cccc4)cc3)no2)c1	0.4	-16	-7	-8	0	0.37	1.6	-7	-6
CC(C)c1ccc(CNc2nc3nc4c(c(=O)n3[nH]2)CCC4)cc1	1.2	7	13	-3	0	-0.58	1.3	-13	-3
Cc1cccc2sc(NS(C)(=O)=O)nc12	0.7	13	-25	-11	0	0.23	-0.1	-14	.
Cc1ccc(SCC(=O)Nc2ccc(N3CCOCC3)cc2)c(C)c1	0.8	-8	-2	-22	-2	0.07	0.7	-24	3
CC(=O)NCCn1c(SCC#N)nc2ccccc2c1=O	1.9	10	-30	-34	0	-0.26	-0.6	-8	3
CCOC(=O)N1CCc2c(sc(NC(=O)CN3CCOCC3)c2C(=O)Nc2ccccc2)C1	0.2	25	2	-24	-10	-0.15	1.0	-23	-6
CC1CC(C(F)(F)C(F)(F)F)n2nc(C(=O)O)cc2N1 (centres undefined)	1.4	8	3	5	-2	0.45	1.4	-23	-4
Cc1ccc(NC(=O)c2ccc3ccccc3n2)nc1	-0.1	40	1	-20	-4	0.038	-0.5	-17[20 µM]	-4
CC(=O)Nc1cc(NC(=O)C2C3C=CC(C3)C2C(=O)O)ccc1Cl (centres undefined)	0.4	22	-9	15	1	-2.1	-0.5	-22[20 µM]	-4
CC(/C=N\Nc1nnc2c(n1)[nH]c1c(C)cccc12)=C\c1ccco1	0.9	-23	3	35	-4	.	2.0	-6[20 µM]	1
C/C(=N\Nc1ccc(Cl)c(C(=O)O)c1)c1ccccn1	1.2	4	3	-1	-56	-0.79	-0.4	-3	0
Cc1ccc(CNc2ccc(Cl)cc2[N+](=O)[O-])cc1	0.2	6	1	7	9	0.032	0.1	1[20 µM]	1
COc1cc(C(=O)OCC(=O)NC2CCS(=O)(=O)C2)c([N+](=O)[O-])cc1OC (centres undefined)	0.2	4	-20	-9	-10	-0.077	1.8	-3	3
CC1CC(C)CN(S(=O)(=O)c2ccc(NN)nc2)C1 (centres undefined)	0.0	-16	-10	1	-3	.	-2.0	-17	-6
Cc1nonc1NC(=O)OC1CCCCC1	-0.5	5	5	-18	11	-0.26	-0.2	-1	-5
COc1ccc(-n2c(Cc3cc(=O)[nH]c(=O)[nH]3)nnc2SCC(=O)Nc2ccccc2)cc1	0.8	12	-10	-7	-1	0.04	1.0	-28	-5
O=C(N/N=C/c1ccc(O)cc1)c1cc[n+](Cc2ccccc2)cc1	0.6	20	-11	6	-30	0.2	2.6	-26	-7
Cc1oc(C(C)(C)C)cc1C(=O)N1CCN(c2ncccc2C(F)(F)F)CC1	-0.4	4	-7	19	-10	-1.6	-0.8	-12	1
CCOc1cc(N2CCOCC2)c(OCC)cc1NC(=O)COC(=O)c1cc(C)cc(C)c1	0.7	12	5	-34	-8	0.33	0.0	-9	-12
Cc1ccc(-c2nnc(N3CCN(C(=O)CN4CCOCC4)CC3)c3ccccc23)cc1	4.4	5	-5	-21	-18	-0.4	0.3	-13[20 µM]	-5

Some of the entries above, reformatted:
Screens in order – TRPML3 ag	PPC-1+TRAIL kill	EBV gp42 block	m-calpain inh	TbHK1 inh	KCC2 mod	TRPN1 ag	Furin inhibitor	thrombin 1536
- Cc1nonc1NC(=O)OC1CCCCC1
    -0.5	5	5	-18	11	-0.26	-0.2	-1	-5
- COc1ccc(-n2c(Cc3cc(=O)[nH]c(=O)[nH]3)nnc2SCC(=O)Nc2ccccc2)cc1
    0.8	12	-10	-7	-1	0.04	1.0	-28	-5
- O=C(N/N=C/c1ccc(O)cc1)c1cc[n+](Cc2ccccc2)cc1
    0.6	20	-11	6	-30	0.2	2.6	-26	-7

Next results
molecule	TRPML3 ag	PPC-1+TRAIL kill	EBV gp42 block	m-calpain inh	TbHK1 inh	KCC2 mod	TRPN1 ag	Furin inhibitor	thrombin 1536
COc1ccc(C2C(=O)N(C3CCCCC3)CC(=O)N2Cc2ccco2)cc1 (centres undefined)	0.7	20	0	-35	0	2	2.0	-14[20 µM]	-5
COCc1cc(=O)[nH]c(SCC(=O)Nc2ccccc2)n1	0.1	10	-11	-17	4	.	1.5	-18	6
COc1ccc(Br)cc1C(C[N+](=O)[O-])c1c(N)n(C)c(=O)n(C)c1=O (centres undefined)	-0.5	15	-24	-5	-9	0.46	0.9	-4	-1
CCN1CCN(CCNC(=O)c2ccc(CS(=O)(=O)c3ccccc3C)o2)CC1	0.5	22	-11	21	5	-0.46	1.8	-8	-1
CCCCNCCOCCOc1ccc(Cl)cc1Br	1.4	38	6	14	7	-0.15	3.0	-5	-5
Cc1ccc(C(=O)Nc2ccncc2)o1	0.1	3	-3	15	4	0.84	0.5	-10[20 µM]	-4
C/C(CC(=O)Nc1ccc(C)c(Cl)c1)=N\NC(=O)Cc1cnc(N)s1	0.1	-8	-13	-17	3	-0.15	-1.9	-26	-6
Cc1onc(-c2c(Cl)cccc2Cl)c1C(=O)N=C(N)N1CC(C)OC(C)C1 (centres undefined)	0.8	-19	-9	-14	-4	2.1	0.6	-31	-3
CCc1nnc(NC(=O)C2CCCN(c3nc(C)cc(C)n3)C2)s1 (centres undefined)	0.9	-14	-10	0	0	.	0.2	-23	4
CC(=O)NC(Cc1ccc(C)cc1)C(=O)NC1CCN(C(=O)c2cnccn2)CC1 (centres undefined)	0.2	11	-8	-4	-2	0.11	-0.5	-17[20 µM]	-1
CC(O)(C#CCN1CCCCC1)c1ccccc1 (centres undefined)	1.5	6	-10	19	-2	0.9	-0.1	-2[20 µM]	-3
Cc1ccc(CNC(=S)N2CCOCC2)cc1	0.1	1	0	-34	3	0.01	0.7	-30	-5
CCC(Sc1nc2cc(OC)c(OC)cc2c(=O)n1CCc1ccc(OC)c(OC)c1)C(=O)NCCOC (centres undefined)	1.1	16	-13	-23	-10	0.0043	0.9	-24	-7
O=C(CCC1CCCN(Cc2ccc3c(c2)CCO3)C1)NCc1ccc(F)c(F)c1 (centres undefined)	0.5	8	-11	-4	7	.	0.8	-27	-17
Cc1ccc(SCC(=O)N2CCOCC2)cc1	0.9	22	-12	-8	-4	0.19	2.1	-15	2
COC(=O)COc1cccc2c(=O)n(CC(=O)NCCc3ccc(OC)c(OC)c3)ccc12	0.3	24	-16	11	-18	0.58	-0.3	-6	-5
O=C(C[n+]1ccc(/C=N/O)cc1)NCc1ccccc1	1.4	1	-2	-11	-26	-0.68	-0.6	-20	-1
O=C(NCC1CCCO1)C1CCN(C2CCN(C(=O)Cc3ccsc3)CC2)CC1 (centres undefined)	1.6	8	5	-18	3	.	1.0	-19	-1
CCC(C)N(NC(C)=O)c1nc(Cl)nc(NC(C)(C)C)n1 (centres undefined)	0.6	-12	-9	19	-2	.	-0.7	-13[20 µM]	2
CN(C)c1ccc(/C=N/NC(=S)NCc2ccco2)cc1	-0.8	-2	3	-82	-5	0.25	-3.1	-5	-1

Further results follow.
smiles | TRPML3 ag | PPC-1+TRAIL kill | EBV gp42 block | m-calpain inh | TbHK1 inh | KCC2 mod | TRPN1 ag | Furin inhibitor | thrombin 1536
O=C(Cc1ccccc1)NNc1c2ccccc2nc2ccccc12 | -0.5 | -5 | -3 | 11 | 4 | 0.19 | 0.5 | -23 | 0
O=C(COC(=O)CCN1C(=O)c2cccc([N+](=O)[O-])c2C1=O)NC1CCS(=O)(=O)C1 (centres undefined) | 1.1 | 18 | -13 | -23 | -4 | 0.23 | -0.1 | -23 | -9
COc1ccc(CNC(=O)C(=O)NCc2ccncc2)cc1 | -0.6 | -2 | -11 | 24 | -1 | -0.026 | -0.2 | -24 | -3
Cc1cccc(/C=N/Nc2cc(N3CCOCC3)nc(N3CCOCC3)n2)c1 | -0.8 | 25 | 9 | 14 | 7 | -0.016 | -2.5 | 16 | 4
COc1ccc(C(=O)N(Cc2ccco2)Cc2cccs2)c(O)c1 | 0.9 | 29 | -11 | 28 | 11 | -0.74 | 1.7 | -6 | 4
COC(=O)COc1cc2ccccc2cc1C(=O)Nc1ccccc1 | 0.4 | 25 | -4 | -47 | -11 | 0.64 | 0.7 | -28 | -5
COc1ccccc1NC1=C(Cl)C(=O)N(c2ccccc2)C1=O | -0.1 | 20 | 15 | 24 | -28 | -2.1 | -1.4 | -6 | -5
NC(=O)COC(=O)c1oc2ccccc2c1CSc1ccc(Cl)cc1 | -1.2 | 14 | -7 | 35 | -6 | 0.071 | -0.3 | -18 | 5
CCOC(=O)N1CCN(C(c2ccc(F)cc2)c2sc3nc(C)nn3c2O)CC1 (centres undefined) | 0.1 | 0 | -15 | 4 | 1 | -0.043 | -0.2 | -26 | -3
CCC(C)NC(=O)CSc1nc(-c2cccs2)cc(C(F)(F)F)n1 (centres undefined) | -0.3 | 15 | -18 | -51 | -31 | 2.9* | -1.9 | -7[20 µM] | 6
CC1CCC2(CC1)NC(=O)N(NC(=O)CCl)C2=O (centres undefined) | 0.3 | 16 | -32 | -12 | -4 | 0.44 | 0.6 | -20 | -5

Compound activity: PubChem, several laboratories
